Assay outcomes: PubChem, Sanford-Burnham Center for Chemical Genomics
tim23-1 inh: inhibits growth of tim23-1 mutant yeast; S. cerevisiae tim23-1 growth, BacTiter-Glo luminescence, 24 h; inhibition, % at 20 µM; 330,000 compounds, 1.3% hits; AID 463212;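 active = growth inhibition of the mutant yeast at or above 50%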;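 note: temperature-sensitive mutant grown at 25 °C; plate controls were DMSO-treated mutant yeast for no effect and medium wells lacking yeast for full effect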
GRIN3A LBD mod: modulates the human NR3A ligand-binding domain; NR3A LBD differential scanning fluorimetry, Tm shift; 0% = protein alone, 100% = glycine-bound protein; Tm shift relative to glycine control, % at 25 µM; 340,000 compounds, 2.5% hits;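 active = melting temperature shift of at least 10% of the positive control shift, at one fixed dose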
CHOP UPR activ: apoptotic UPR (CHOP) activation; CHO-CHOP luciferase reporter, luminescence; percent of tunicamycin response over DMSO baseline; activation, % at 10 µM; 330,000 compounds, 0.34% hits;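 active = at 10 µM dose, activation of 40% or more, normalized to positive control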;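 note: 100% = tunicamycin at 10 µg/mL and 0% = DMSO alone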
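Test system: CHO CHOP reporter cells. Input: 500 CHO-CHOP cells per well. Medium: F12 with 10% FBS. Technique: luciferase luminescence. Measure: percent activation relative to tunicamycin control. Dosing: 10 µM compound, 0.5% DMSO. Timing: 16-18 h cell attachment, then 6 h compound exposure, 37 °C.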
NALP3 yeast inh: blocks the NALP3 inflammasome reconstituted in yeast. Yeast reconstituted NLRP3/ASC/caspase-1, beta-gal luminescence, 24 h. inhibition, % at 10 µM. 330,000 compounds, 0.39% hits;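 active = inhibition of 50% or more; inactive = inhibition below 50%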;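 note: plate controls were induced DMSO wells for no effect and uninduced yeast grown without galactose for full effect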
XBP1 UPR activ: activators of adaptive arm of unfolded protein response (XBP1); activation, % at 20 µM; CHO-XBP1 luciferase reporter, IRE1-XBP1 UPR activation, luminescence; percent of tunicamycin response, DMSO as zero; AID 463104; 330,000 compounds, 0.33% hits;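 active = versus positive control, 20 µM dose yields 30% or more activation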;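 note: 100% = tunicamycin at 10 µg/mL and 0% = DMSO only wells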
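Assay system: IRE1-XBP1 luciferase reporter CHO line. Input: 1000 cells/well. Buffer or medium: F12 with 10% serum. Doses: 20 µM, 1% DMSO. Times: overnight seeding at 37 °C, 6 h compound treatment at 37 °C. Technique: Steady-Glo luciferase glow luminescence, 10 min after reagent addition.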
TIM10 inh: inhibits growth of TIM10 yeast strain; AID 463195; inhibition, % at 10 µM; 330,000 compounds, 1.4% hits; S. cerevisiae TIM10 strain growth, BacTiter-Glo luminescence, 24 h;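 active = inhibition of 40% or more at the single tested concentration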;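 note: wild-type TIM10 isogenic control strain grown at permissive 25 °C; 0% = DMSO yeast wells and 100% = minimal medium wells without yeast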
Mdm2-MdmX inh: inhibitors of human Mdm2/MdmX interaction; O15151+Q00987; SaOS-2 split-luciferase Mdm2/MdmX complementation, luminescence; inhibition, % at 8 µM; 330,000 compounds, 3% hits;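 active = inhibition of at least 50% at 8 µM in the primary screen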
Target sequence (O15151 whole entry, looked up): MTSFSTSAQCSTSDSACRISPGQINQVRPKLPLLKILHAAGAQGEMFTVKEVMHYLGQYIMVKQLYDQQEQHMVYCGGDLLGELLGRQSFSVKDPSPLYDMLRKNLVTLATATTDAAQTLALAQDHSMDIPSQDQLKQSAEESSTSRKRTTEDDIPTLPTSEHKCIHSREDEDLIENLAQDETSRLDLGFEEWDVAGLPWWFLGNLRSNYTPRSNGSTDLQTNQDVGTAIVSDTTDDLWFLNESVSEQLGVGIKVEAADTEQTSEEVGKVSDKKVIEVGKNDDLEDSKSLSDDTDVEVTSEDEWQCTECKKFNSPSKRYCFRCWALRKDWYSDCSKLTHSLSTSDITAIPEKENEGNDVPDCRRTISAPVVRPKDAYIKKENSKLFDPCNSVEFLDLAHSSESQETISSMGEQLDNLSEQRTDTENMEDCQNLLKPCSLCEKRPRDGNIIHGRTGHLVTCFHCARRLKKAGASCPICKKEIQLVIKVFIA
Target sequence (Q00987 whole entry, looked up): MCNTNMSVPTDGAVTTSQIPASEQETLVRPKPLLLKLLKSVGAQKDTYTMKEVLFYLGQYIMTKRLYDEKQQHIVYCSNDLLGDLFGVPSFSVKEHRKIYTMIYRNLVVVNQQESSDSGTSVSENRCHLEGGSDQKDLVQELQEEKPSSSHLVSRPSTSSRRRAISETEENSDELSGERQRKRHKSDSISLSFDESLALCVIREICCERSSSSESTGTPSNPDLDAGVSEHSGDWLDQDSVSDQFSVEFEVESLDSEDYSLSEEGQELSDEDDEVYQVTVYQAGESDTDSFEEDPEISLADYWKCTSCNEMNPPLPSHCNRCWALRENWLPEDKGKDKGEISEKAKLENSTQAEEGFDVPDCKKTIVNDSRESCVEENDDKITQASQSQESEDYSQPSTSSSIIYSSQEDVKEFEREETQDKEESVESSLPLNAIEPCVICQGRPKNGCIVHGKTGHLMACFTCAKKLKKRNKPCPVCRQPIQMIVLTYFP
APJ agonist: APJ receptor agonism | P35414 | CHO-K1 APJ PathHunter beta-arrestin, luminescence; 0% DMSO wells, 100% apelin | activation, % at 20 µM | 330,000 compounds, 0.11% hits | AID 2520;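 active = activation more than six SD over the plate average, tested at 20 µM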;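 note: 0% = DMSO alone and 100% = apelin-13 at 10 nM; some results filed as inactive read as strong as hits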
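Material: engineered CHO-K1 APJ arrestin reporter cells; amount: 1000 CHO-K1 reporter cells seeded per well; incubation: compound stimulation 90 min at 25 °C, detection 60 min; signal: luminescent beta-gal fragment complementation, chemiluminescent substrate; read-out basis: APJ agonist activity; controls: DMSO-only wells as negative, 10 nM Apelin-13 as positive control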
tim10-1 inh: tim10-1 yeast growth inhibition; S. cerevisiae tim10-1 ts strain growth, BacTiter-Glo, 24 h; inhibition, % at 20 µM; 330,000 compounds, 2.2% hits;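 active = inhibition of at least 40%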;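 note: mutant grown at 25 °C; 0% = DMSO wells with yeast and 100% = wells holding no yeast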
* hit, by the source's call; nt = not tested or not shown.

SMILES	tim23-1 inh	GRIN3A LBD mod	CHOP UPR activ	NALP3 yeast inh	XBP1 UPR activ	TIM10 inh	Mdm2-MdmX inh	APJ agonist	tim10-1 inh
CCCC(CCC)c1nnc(NC(=O)c2ccco2)s1	62*	-1	2.2	14	-2	32	-12	-2	39
CCCCNC(=O)C(=O)Nc1cc2c3c(c1)CCC(=O)N3CCC2	-16	2	1.1	6	-6	-31	11	-2	43*
Cc1ccccc1S(=O)(=O)Cc1ccc(C(=O)NC(C)c2ccccc2)o1 (stereo not drawn)	0	-3	-1.5	1	1	7	-8	0	4
C/C=C(\C)c1nnc(NC(=O)OCC)s1	7	2	1.3	15	0	3	-21	5	14
COC(=O)C1CCN(S(=O)(=O)c2ccc(NC(C)=O)cc2)CC1	7	-1	-0.5	5	0	2	-16	2	6
COc1cc(NC(=O)c2ccc([N+](=O)[O-])cc2)ccc1NC(=O)C(C)C	0	-1	-0.1	0	-2	1	37	-1	-5
COc1ccc(C(=O)CSc2nc(N)nc(SC)c2C#N)cc1	-2	0	-0.2	1	-1	2	16	-1	12
CC12CN3CC(C)(CN(C1)C3c1ccc(Cl)cc1Cl)C2=O (stereo not drawn)	16	-2	-2.7	14	-1	5	-16	1	7
O=C(Oc1ccccc1C(=O)N1CCOCC1)c1ccc(Br)cc1	27	0	-2.4	10	1	9	0	-3	24
Cn1nc(C(=O)NCCCN2CCCCC2)c2c1-c1ccccc1S(=O)(=O)C2	-8	0	-1.0	-1	-1	0	10	-1	-21
O=C(OCCN1CCCCC1)c1ccccc1Br	-10	0	1.7	13	-4	-27	-20	-4	7
CC(C)C[C@H](NS(=O)(=O)c1ccc(Br)cc1)C(=O)O	21	0	-1.6	-17	-3	-12	6	-4	9
O=C(COc1ccc(Cl)cc1Cl)c1ccc[nH]1	6	0	6.7	16	4	-28	-21	-1	-18
Cc1ccc(SCCC(=O)NCc2ccncc2)cc1	-2	0	5.6	0	-2	-5	-3	-2	4
CCc1nc(N)c(C#N)c(-c2ccco2)c1C	8	-9	-1.1	23	0	-21	22	-3	12
Cc1cccc(OCC(=O)NNC(=O)Nc2cccc(Cl)c2)c1C	-7	-2	-1.2	4	0	-22	28	-1	3
Cc1cccc(-c2nc(C#N)c(NCc3ccco3)o2)c1	43	0	7.7	9	4	29	-46	4	7
Cc1cc(C)nc(SCc2ccc(C(=O)N/N=C/c3cccnc3)cc2)n1	16	nt	3.6	-15	4	-18	5	0	23
COc1ccc(C2/C(=C(/O)c3ccc(C)cc3)C(=O)C(=O)N2C)cc1 (stereo not drawn)	-5	-4	-0.3	10	3	-14	-2	-2	-9
CCN(CC)c1ccc(/C=N/NC(=O)C2CC2)cc1	31	2	1.0	11	-2	-5	9	-5	23
CCc1noc(C)c1C(=O)OC(C)C(=O)Nc1ccccc1OC (stereo not drawn)	14	-1	3.1	19	0	0	28	-6	1
Cc1cccc(C(=O)NC2CCN(C(=O)Nc3ccccc3C)CC2)c1	4	-1	1.1	11	3	-14	10	-3	3
CCSc1nc(=S)n(CC)c(C)c1C(C)=O	12	1	-1.4	10	-1	-19	15	-4	6
CCc1nc2sc3c(c2c(=O)o1)CCCC3	20	1	-0.9	1	-3	5	4	-3	5
CN1CCN(CCNC(=O)c2cn(Cc3ccccc3F)nn2)CC1	8	-4	0.3	-11	0	10	-17	-2	7
Cc1nnc(SCC(=O)Nc2ccc(Cl)cn2)[nH]c1=O	5	3	-1.2	7	-1	-2	7	-3	-12
O=C(O)/C(=C/c1ccco1)NC(=O)c1ccc(Br)o1	1	1	1.5	12	-4	-9	-1	-4	-3
CCN(c1ccc(Cl)cc1)S(=O)(=O)c1nnc(NC(=O)C(C)C)s1	1	0	-1.5	7	-2	-26	0	2	-20
O=S(=O)(NCc1ccccn1)c1ccccn1	-4	-2	-1.7	11	-4	-5	16	-3	3
COc1ccc(NC(=O)COc2cccc3c2CCN(Cc2cccnc2)C3=O)cc1	1	10	2.4	12	-3	7	9	6	-15
CCOc1cc(CNCCc2ccccc2)ccc1OCC(=O)NC(C)(C)C	4	2	0.1	10	0	8	28	-3	12
O=C(O)COCC(=O)Nc1ccccc1-c1ccccc1	5	-2	-1.2	-6	3	-8	25	-3	5
O=C(Nc1cc(Cl)ccc1Oc1ccccc1)c1ccccc1F	26	1	-0.1	-10	-1	23	10	-3	-5
CC(C)CN1C(=O)c2ccc(C(=O)Nc3c[nH]c(=O)[nH]c3=O)cc2C1=O	-6	-2	-0.5	8	-2	-16	2	-2	-28
COc1ccc(NC(=O)COc2ccc3c(C)cc(=O)oc3c2)cc1S(=O)(=O)N1CCCCC1	3	nt	-1.3	10	-2	-5	16	5	10
CCN1C(=O)/C(=c2\sc3nc(=O)c(Cc4ccccc4)nn3c2=O)c2ccccc21	24	4	0.8	-2	2	15	18	1	19
CN(Cc1ccco1)C(=O)CN1C(=O)NC2(CCCCC2)C1=O	3	0	2.1	9	1	-8	11	-4	2
COc1ccc(NC(=O)COC(=O)c2ccc([N+](=O)[O-])o2)cc1Cl	-85	-2	2.9	12	1	-207	11	2	-136
CC(C)n1c(O)c(N=NC(=O)CNC(=O)c2cccnc2)c2ccccc21	12	0	2.5	10	6	-3	17	3	10
Cc1ccccc1C(=O)OC1OC(=O)C(Cl)=C1Nc1ccc(C(=O)O)cc1 (stereo not drawn)	10	0	-1.0	5	-1	-1	8	0	3
Cc1cc(NS(=O)(=O)c2ccc(NC(=O)COc3ccc(Br)cc3)cc2)nc(C)n1	4	1	1.4	-6	-3	4	-5	-4	-3
COC(=O)c1sc2nc(CN3CCOCC3)nc(N3CCOCC3)c2c1C	11	-2	0.1	3	-1	11	0	-3	10
CC(C)[C@H](NC(=O)[C@@H]1Cc2ccccc2CN1C(=O)OC(C)(C)C)C(=O)NCC1CCCO1 (stereo partly drawn)	3	-3	-2.2	3	-3	6	-1	-6	-7
C#Cc1ccc(CN2CCN(CCc3ccccc3)C(CCO)C2)cc1 (stereo not drawn)	2	-1	0.4	30	-3	-4	13	-2	0
CCOC(=O)CCP(=O)(O)C(O)(c1ccccc1)c1ccccc1	1	-1	-1.7	3	1	-3	-8	-3	0
COc1ccc(S(N)(=O)=O)cc1C(=O)NNC(=O)C1COc2ccccc2O1 (stereo not drawn)	9	-1	0.4	1	0	-7	2	-3	4
Cc1[nH]c2ccccc2c1C(=O)C(=O)N1c2ccccc2CC1C (stereo not drawn)	27	-13	-0.9	8	-5	39	-3	7	24
CC(=O)Cn1ncc(N(C)Cc2ccccc2)c(Cl)c1=O	2	1	5.8	6	0	2	0	-2	2
Cn1nnc(NC(=S)NC(=O)/C=C/c2ccco2)n1	-3	1	0.9	12	-4	-4	15	-4	-13
CCOc1ncccc1C(=O)OCC(=O)NCCc1ccc(S(N)(=O)=O)cc1	-6	-2	-0.6	20	-2	6	-17	-4	-16
Cc1cc(C(=O)COc2ccc(C#N)cc2)c(C)n1CC1CCCO1 (stereo not drawn)	11	1	0.6	21	-3	-10	4	1	10
CCOn1c(=O)c(-c2ccc(C)cc2)[n+]([O-])c2ccccc21	9	-1	0.7	9	4	-5	-6	-2	17
CC(C)(C)c1ccc(-c2nnc(SCC(=O)O)n2N)cc1	10	-2	-0.8	16	-1	5	9	-1	14
CCOc1ccc(C(=O)NCC(=O)N2CCCCCCC2)cc1	19	-2	-0.2	24	0	2	9	-6	7
CCOC(=O)c1cncc(C(=O)O)c1	3	1	-1.1	25	-1	2	-17	1	5
COc1cc(CCCN2C(N)=NC[C@@H]2Cc2ccccc2)cc(OC)c1OC	7	0	-1.4	4	-3	12	-9	-7	5

An excerpt from above in order of molecular weight, largest number first.
SMILES	tim23-1 inh	GRIN3A LBD mod	CHOP UPR activ	NALP3 yeast inh	XBP1 UPR activ	TIM10 inh	Mdm2-MdmX inh	APJ agonist	tim10-1 inh
COc1ccc(NC(=O)COc2ccc3c(C)cc(=O)oc3c2)cc1S(=O)(=O)N1CCCCC1	3	nt	-1.3	10	-2	-5	16	5	10
CCN1C(=O)/C(=c2\sc3nc(=O)c(Cc4ccccc4)nn3c2=O)c2ccccc21	24	4	0.8	-2	2	15	18	1	19
CCN(c1ccc(Cl)cc1)S(=O)(=O)c1nnc(NC(=O)C(C)C)s1	1	0	-1.5	7	-2	-26	0	2	-20
Cc1ccccc1S(=O)(=O)Cc1ccc(C(=O)NC(C)c2ccccc2)o1 (stereo not drawn)	0	-3	-1.5	1	1	7	-8	0	4
CC(C)n1c(O)c(N=NC(=O)CNC(=O)c2cccnc2)c2ccccc21	12	0	2.5	10	6	-3	17	3	10
C#Cc1ccc(CN2CCN(CCc3ccccc3)C(CCO)C2)cc1 (stereo not drawn)	2	-1	0.4	30	-3	-4	13	-2	0
COc1ccc(C(=O)CSc2nc(N)nc(SC)c2C#N)cc1	-2	0	-0.2	1	-1	2	16	-1	12
Cc1cc(C(=O)COc2ccc(C#N)cc2)c(C)n1CC1CCCO1 (stereo not drawn)	11	1	0.6	21	-3	-10	4	1	10
CCCCNC(=O)C(=O)Nc1cc2c3c(c1)CCC(=O)N3CCC2	-16	2	1.1	6	-6	-31	11	-2	43*
O=C(O)/C(=C/c1ccco1)NC(=O)c1ccc(Br)o1	1	1	1.5	12	-4	-9	-1	-4	-3
CN(Cc1ccco1)C(=O)CN1C(=O)NC2(CCCCC2)C1=O	3	0	2.1	9	1	-8	11	-4	2
O=C(OCCN1CCCCC1)c1ccccc1Br	-10	0	1.7	13	-4	-27	-20	-4	7
CCOn1c(=O)c(-c2ccc(C)cc2)[n+]([O-])c2ccccc21	9	-1	0.7	9	4	-5	-6	-2	17
O=C(O)COCC(=O)Nc1ccccc1-c1ccccc1	5	-2	-1.2	-6	3	-8	25	-3	5
Cc1cccc(-c2nc(C#N)c(NCc3ccco3)o2)c1	43	0	7.7	9	4	29	-46	4	7
CCSc1nc(=S)n(CC)c(C)c1C(C)=O	12	1	-1.4	10	-1	-19	15	-4	6
O=S(=O)(NCc1ccccn1)c1ccccn1	-4	-2	-1.7	11	-4	-5	16	-3	3
CCc1nc2sc3c(c2c(=O)o1)CCCC3	20	1	-0.9	1	-3	5	4	-3	5
CCc1nc(N)c(C#N)c(-c2ccco2)c1C	8	-9	-1.1	23	0	-21	22	-3	12
